OXTR potentiator: human OXTR potentiation; activation, % at 3 µM; CHO-OTR cells, Fluo-8 calcium fluorescence, potentiator mode; 0% = oxytocin EC15, 100% = EC100; P30559; actives 0.061% (n = 320,000);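 active = activation above that plate's cutoff, the mean activation of tested compounds plus 3 SD, cut at about 6.6% in these data, passing the limit was not always enough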;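 also: 100% uses oxytocin at 75 nM as the full agonist control; some results filed as inactive read as strong as hits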
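assay system = CHO-OTR cells, human receptor | schedule = compound 6 min at room temperature before oxytocin, 100 s read | detection = Fluo-8 intracellular calcium fluorescence, ex 470-495, em 515-575 nm | evaluation = normalized max/min fluorescence ratio, % activation | control set = EC15 oxytocin alone as 0%, 75 nM oxytocin (EC100) as 100%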
PfM18AAP inh: PfM18AAP enzyme inhibition; recombinant PfM18AAP, H-Glu-NHMec fluorogenic cleavage; inhibition, % at 7.35 µM; actives 1.2% (n = 290,000); AID 1822;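 active = inhibition above the campaign mean inhibition over all tested compounds plus 3 SD, cut at about 28% in these data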;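 also: 0% = plate median of test compound wells and 100% = 2 mM ZnCl2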
MEKK2 WT-MEK5: raises or lowers MEK5 binding to wildtype human MEKK2 PB1 domain; Q9Y2U5; bead flow cytometry, Alexa488-MEK5 binding to MEKK2 WT; actives lie on both sides; binding response (% of control), % at 10 µM; actives 1.1% (n = 290,000); AID 1531; in the data active = binding response below about 67% or above about 130%
OXTR ag: activates the human oxytocin receptor. activation, % at 3 µM. actives 0.32% (n = 320,000). P30559. AID 2435. CHO-OTR cells, Fluo-8 calcium fluorescence; normalized: DMSO 0%, oxytocin 100%;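 active = activation above the mean of all tested compounds plus 3 SD, cutoff set per screening run, cut at about 20% in these data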;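 also: peak over basal fluorescence ratio from a 100 s FLIPR kinetic read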
MEKK2mut PB1 HTS: signal of MEK5 binding to mutant human MEKK2 PB1 domain | bead flow cytometry, Alexa488-MEK5 binding to MEKK2 mutant | percent response, % at 10 µM | AID 1530 | actives 0.35% (n = 290,000); in the data active = percent response above about 24%, passing the limit was not always enough; also: inactives centre near 1; some results filed as inactive read as strong as hits
GPR7 antag: blocks human GPR7 receptor signaling; P48145; GPR7-expressing cells, fluorescence antagonist assay; inhibition, % at 4.4 µM; actives 1.1% (n = 290,000); AID 1861; in the data active = inhibition above about 16%, passing the limit was not always enough;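 also: cells stimulated with the agonist NPW; 0% = agonist with vehicle and 100% = vehicle without agonist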
Target sequence (P48145 whole entry, looked up): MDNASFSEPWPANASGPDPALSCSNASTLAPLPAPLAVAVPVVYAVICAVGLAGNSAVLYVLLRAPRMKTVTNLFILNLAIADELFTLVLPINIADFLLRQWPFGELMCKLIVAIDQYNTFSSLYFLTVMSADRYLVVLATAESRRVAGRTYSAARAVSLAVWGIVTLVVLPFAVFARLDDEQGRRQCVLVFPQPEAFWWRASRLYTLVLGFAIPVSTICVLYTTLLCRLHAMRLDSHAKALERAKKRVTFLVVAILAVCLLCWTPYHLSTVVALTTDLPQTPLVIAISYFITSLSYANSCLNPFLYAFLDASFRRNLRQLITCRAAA
GalR3 antag: human GalR3 antagonism. inhibition, % at 3 µM. actives 0.44% (n = 360,000). HEK293 GalR3-CNG cAMP membrane potential fluorescence; galR3 body fused to GalR1 C-terminus. O60755;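 active = inhibition above the screen-wide average plus 3 SD, cut at about 13% in these data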;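 also: forskolin and galanin both at EC90 stimulate the cells; cAMP rise reported by CNG channel membrane potential dye signal; 0% = forskolin plus galanin with DMSO and 100% = forskolin alone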
Target sequence (O60755 1-299 limits assumed): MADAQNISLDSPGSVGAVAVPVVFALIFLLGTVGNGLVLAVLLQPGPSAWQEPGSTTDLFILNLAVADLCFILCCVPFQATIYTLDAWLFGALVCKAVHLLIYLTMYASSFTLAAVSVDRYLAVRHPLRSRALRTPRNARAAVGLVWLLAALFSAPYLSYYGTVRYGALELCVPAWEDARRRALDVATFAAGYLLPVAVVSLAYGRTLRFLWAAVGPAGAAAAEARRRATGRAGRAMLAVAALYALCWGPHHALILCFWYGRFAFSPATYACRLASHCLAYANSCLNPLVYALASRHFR
V1R ag counter: activates human V1a receptor in oxytocin agonist counter-screen | activation, % at 3 µM | actives 0.25% (n = 320,000) | CHO-V1R cells, Fluo-8 calcium fluorescence, agonist mode; 0% DMSO, 100% 3 nM vasopressin;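 active = activation above the mean activation of all tested compounds plus 3 SD, per screening run, cut at about 20% in these data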;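 also: signal is peak over basal fluorescence ratio across a 100 second FLIPR read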
Target sequence (P37288 whole entry, looked up): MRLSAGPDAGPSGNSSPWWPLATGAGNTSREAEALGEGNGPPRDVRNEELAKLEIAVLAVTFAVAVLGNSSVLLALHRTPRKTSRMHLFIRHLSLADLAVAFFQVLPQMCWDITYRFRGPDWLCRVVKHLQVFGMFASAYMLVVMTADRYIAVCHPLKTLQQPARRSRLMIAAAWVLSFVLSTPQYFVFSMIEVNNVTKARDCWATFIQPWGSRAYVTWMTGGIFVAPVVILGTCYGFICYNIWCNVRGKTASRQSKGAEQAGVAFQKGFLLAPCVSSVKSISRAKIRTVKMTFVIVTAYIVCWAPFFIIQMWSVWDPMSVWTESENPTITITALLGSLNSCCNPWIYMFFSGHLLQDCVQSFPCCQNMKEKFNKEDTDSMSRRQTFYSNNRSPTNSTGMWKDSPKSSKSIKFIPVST
NALP1 yeast inh: inhibitors of NALP1 inflammasome in yeast. S. cerevisiae NALP1/ASC/caspase-1 growth, X-gal OD620, 72 h. inhibition, % at 10 µM. actives 0.61% (n = 280,000). AID 2071; in the data active = inhibition mostly above about 24%, no sharp cut-off; inactive = mostly below about 32%; also: some compounds called inactive have numbers as strong as hits
Active calls of the source: *; x = no result given.

SMILES	OXTR potentiator	PfM18AAP inh	MEKK2 WT-MEK5	OXTR ag	MEKK2mut PB1 HTS	GPR7 antag	GalR3 antag	V1R ag counter	NALP1 yeast inh
COc1ccc(NC(=O)C2CCN(C(=O)c3ccccc3)CC2)c(OC)c1	2	-2	x	-0.9	x	-4	-1	0.3	-5
COc1ccc(C=O)cc1COc1ccccc1F	0	-19	91	-2.2	-3	1	-4	-0.8	32
Brc1ccc(-c2noc(C3CCCCC3)n2)cc1	-5	3	107	0.2	7	-6	-5	0.4	-4
COc1ccc(OC)c(NC(=O)C2CCN(c3cc(-c4ccccc4)nc4ncnn34)CC2)c1	-6	2	83	-1.7	-9	-14	-2	-0.7	12
COC(=O)c1c(NC(=O)C2CC2)sc2c1CCCC2	2	8	113	-1.2	10	-16	-4	-0.9	43
Cc1ccc([N+](=O)[O-])cc1NC(=O)CSc1nncc2ccccc12	-10	2	100	3.7	-1	16	-7	2.9	14
O=C(c1ccc(F)c(S(=O)(=O)N2CCOCC2)c1)N1CCc2ccccc21	-13	-2	105	4.0	7	-2	1	6.7	-9
Cc1ccc(NC(=O)CCC(=O)c2cccs2)c(O)c1	2	6	102	0.2	4	4	-6	0.8	x
Cc1nn(C)c(Oc2ccc(Cl)cc2)c1C=O	1	-6	107	1.7	2	7	-3	0.8	-6
Cc1nc(N2CCN(C(c3ccccc3)c3ccccc3)CC2)[nH]c(=O)c1C	x	-2	100	x	-3	-5	-3	x	-2
COc1ccc(C(c2nnnn2C2CCCCC2)N2CCN(c3ccc(OC)cc3)CC2)cc1 (stereo unspecified)	-8	1	101	-2.1	-3	-10	-3	-1.1	3
CC(=O)N1c2ccc(S(=O)(=O)N3CCC(C(=O)N4CCN(c5ccccc5F)CC4)CC3)cc2CC1C (stereo unspecified)	-7	-6	98	7.0	-1	2	3	9.8	12
O=C(COC(=O)c1ccc(O)cc1O)Nc1ncc(Cl)cc1Cl	-6	x	x	8.3	x	x	-4	9.0	x
COc1ccccc1C(=O)N/C(=C\c1ccc(Br)cc1)C(=O)NCCC(=O)O	-2	0	85	0.1	-9	-5	4	0.3	-12
CCOC(=O)C1=C(C)NC(=O)N(C(C)=O)C1c1ccc(Cl)cc1 (stereo unspecified)	-3	1	95	3.3	-3	-7	-7	3.4	-6
CCOC(=O)N1CCN(C(=O)c2ccc3c(c2)N(CC)CCS3)CC1	-1	4	115	-2.0	13	-4	x	-0.9	-2
OC1(c2ccc(Br)cc2)CN(c2ccccc2)C2=[N+]1CCS2 (stereo unspecified)	-7	6	103	-0.4	4	-13	-1	1.7	-7
C=CCOc1cccc(CNCCCN2CCOCC2)c1	11	3	96	1.8	-7	4	1	0.1	-2
CC(C)(C)Sc1ccc(/C=N/O)cc1[N+](=O)[O-]	-8	-6	99	-1.4	-5	-20	-7	-1.6	8
CNC(=O)c1ccsc1NC(=O)CCS(=O)(=O)c1ccc(F)cc1	1	x	x	3.6	x	x	-3	3.0	x

Grouped by structure, the entries above with an aryl thioether with sulfur outside any ring.
SMILES	OXTR potentiator	PfM18AAP inh	MEKK2 WT-MEK5	OXTR ag	MEKK2mut PB1 HTS	GPR7 antag	GalR3 antag	V1R ag counter	NALP1 yeast inh
Cc1ccc([N+](=O)[O-])cc1NC(=O)CSc1nncc2ccccc12	-10	2	100	3.7	-1	16	-7	2.9	14
CC(C)(C)Sc1ccc(/C=N/O)cc1[N+](=O)[O-]	-8	-6	99	-1.4	-5	-20	-7	-1.6	8

Shown in CSV form: part of the list above
canonical_smiles,OXTR potentiator,PfM18AAP inh,MEKK2 WT-MEK5,OXTR ag,MEKK2mut PB1 HTS,GPR7 antag,GalR3 antag,V1R ag counter,NALP1 yeast inh
O=C(c1ccc(F)c(S(=O)(=O)N2CCOCC2)c1)N1CCc2ccccc21,-13,-2,105,4.0,7,-2,1,6.7,-9
Cc1ccc(NC(=O)CCC(=O)c2cccs2)c(O)c1,2,6,102,0.2,4,4,-6,0.8,x
Cc1nn(C)c(Oc2ccc(Cl)cc2)c1C=O,1,-6,107,1.7,2,7,-3,0.8,-6
Cc1nc(N2CCN(C(c3ccccc3)c3ccccc3)CC2)[nH]c(=O)c1C,x,-2,100,x,-3,-5,-3,x,-2
COc1ccc(C(c2nnnn2C2CCCCC2)N2CCN(c3ccc(OC)cc3)CC2)cc1 (stereo unspecified),-8,1,101,-2.1,-3,-10,-3,-1.1,3

More records:
SMILES	OXTR potentiator	PfM18AAP inh	MEKK2 WT-MEK5	OXTR ag	MEKK2mut PB1 HTS	GPR7 antag	GalR3 antag	V1R ag counter	NALP1 yeast inh
OCC1(Cc2ccccc2)CCCN(Cc2cnn(-c3ccccc3)c2)C1 (stereo unspecified)	-9	3	109	2.2	0	-3	-2	0.0	-12
COc1ccccc1N1CCN(C(=O)c2ccc(C(C)(C)C)cc2)CC1	-13	11	103	-2.9	6	-15	-1	-1.1	13
CN1CCN(S(=O)(=O)c2cccc(C(=O)Oc3ccccc3Cl)c2)CC1	-6	-2	102	1.0	0	-2	1	1.7	8
CCCCn1c(N)c(N(CCOC)C(=O)c2ccc(Cl)c(S(=O)(=O)N3CCCCC3)c2)c(=O)[nH]c1=O	-7	x	x	-0.5	x	x	-4	-0.4	x
Cc1ccc(S(=O)(=O)c2nnn3c2nc(NC2CCN(Cc4ccccc4)CC2)c2ccccc23)cc1C	-10	6	176*	20*	30*	14	x	-0.4	13
Cc1cccc(CSc2ccc(-c3ccco3)nn2)c1	0	-3	124	-2.2	15	7	0	-1.4	29
C=CCNCCCCOc1ccccc1-c1ccccc1	-14	0	114	1.5	1	5	-14	2.6	32
CCOc1ccc(C(=O)NCC(=O)N2CCC3(CC2)NCCc2[nH]cnc23)cc1	-1	-2	103	0.2	3	-11	-9	1.0	22
CCN(CC)c1ccc(/C=N/NC(=O)c2cc(C)nc3ccccc23)cc1	-1	-16	101	-3.5	-1	0	-3	-1.7	10
Cc1ccnc(NC(=O)c2ccc(NS(=O)(=O)/C=C/c3ccccc3)cc2)c1	-8	x	x	-1.4	x	x	-1	-0.6	x
CCNS(=O)(=O)c1cc(OC)ccc1OC	3	-6	103	2.0	8	-9	-6	0.6	4
O=C(Nc1ccc(N2CCCC2)cc1)C(c1ccccc1)c1ccccc1	-4	2	109	-1.1	10	-7	-3	-0.8	4
CCOC(=O)c1c(NC(=O)CN2CCN(C)CC2)sc(C(=O)Nc2ccccc2)c1C	-14	-1	119	1.4	13	-8	-8	0.5	-20
S=c1[nH]nc(-c2cccs2)n1/N=C/c1cn(-c2ccccc2)nc1-c1cccs1	0	6	90	-0.3	-16	-12	-1	-0.4	x
O=C(/C=C/c1cccc(Cl)c1)c1nc2ccccc2[nH]1	-2	32*	98	0.3	-2	8	-5	-0.5	10
COc1ccc2cc(C(=O)Nc3ccc(F)cc3)sc(=O)c2c1OC	-15	4	102	-0.9	1	-5	-1	0.4	8
COc1ccc(NC(=O)CSc2nn3c(=O)c(C)nnc3s2)cc1	1	0	100	0.5	1	-18	-4	-0.5	-13
Cc1ccc(C(=O)NNC(=O)COc2ccc(Cl)cc2C)o1	-2	x	x	0.4	x	x	-2	0.6	x
COc1ccc(Oc2ccc(C(F)(F)F)cc2NC(=O)c2ccc(OC)cc2)cc1	-14	-2	93	1.8	-5	-4	-4	-0.7	x
COc1ccc(Cl)cc1NC(=O)CSc1nc2sccc2c(=O)[nH]1	-4	-2	101	3.1	4	-13	2	4.2	19
CCOC(=O)Nc1nnc(Cc2ccc(Cl)c(Cl)c2)s1	-1	3	100	0.0	0	-17	-1	0.2	7
CCOC(=O)N/N=C1\CC(C)S(=O)(=O)c2ccc(Cl)cc21 (stereo unspecified)	-6	-12	100	-2.1	8	-2	-3	-1.5	17
CC(=O)C1=C(C)N(Cc2ccccc2)C(=O)N[C@@H]1c1cccc(C(F)(F)F)c1	-10	1	97	3.1	-2	-2	-10	2.0	32
COC(=O)c1ccc(N(CC(=O)NC2CCCC2)C(=O)CNC(=O)c2cccs2)cc1	4	-15	98	1.4	4	-10	-9	1.4	12
COc1ccc(CNC(=S)N/N=C/c2ccc(O)c(OC)c2)cc1	-4	8	103	-0.5	1	-6	2	1.5	2
Cc1oc2ccc(OCc3ccc(Br)cc3)cc2c1C(=O)O	-9	-7	100	0.3	-5	11	-7	0.2	10
CCCCN(Cc1ccco1)C(=O)c1cc2c(=O)[nH]c3ccc(C)cc3c2s1	-6	-14	96	-2.2	-3	-7	x	0.1	10
CCN(CC)S(=O)(=O)c1ccc(/C=C/C(=O)OCC(=O)NCc2cccs2)cc1	-6	x	x	7.8	x	x	4	6.8	x
COc1ccc(N(/N=C2\Sc3ccccc3C2=O)C(C)=O)cc1	x	2	98	x	-6	-1	-2	x	5
O=[N+]([O-])c1ccc(Oc2ccc(-c3nnco3)cc2)c(Cl)c1	2	-10	103	-1.4	11	7	-5	1.9	22
Cc1ccc(OCc2nnc(SCC(=O)Nc3nccs3)n2-c2ccccc2)cc1C	2	-7	110	0.8	13	0	-3	0.2	8
Nc1ccc(C(=O)OCCc2ccccc2)cc1	-8	x	x	2.0	x	x	-3	-0.6	x
COc1ccc(C(OC(=O)c2ccco2)C(=O)NCc2ccc(C)cc2)cc1 (stereo unspecified)	-21	1	98	-0.4	0	6	-3	1.0	1
C[C@@H]1C=C[C@](Cc2ccccc2)(C(=O)NCCc2c[nH]c3ccccc23)N1C(=O)c1ccccc1	-2	1	99	1.5	-3	42*	-7	-0.7	12
Cc1noc(C)c1C(=O)N1CCC2(CC1)Oc1ccc(F)cc1C(=O)C21CC(c2ccc(Cl)cc2)=NO1 (stereo unspecified)	-7	x	91	-1.2	-8	x	-5	0.3	8
CCOC(=O)N1CCN(CCC(=O)Nc2ccc(Br)c(C)c2)CC1	-16	7	92	1.4	-8	-2	7	0.8	1
CSc1nc2n(n1)C(c1cc(Br)ccc1F)C(C(=O)N(C)C)=C(C)N2 (stereo unspecified)	-12	0	100	-0.4	-4	-4	-4	-0.3	15
CCOC(=O)NC(Nc1nnc(SCC)s1)(C(F)(F)F)C(F)(F)F	-15	-2	99	-0.5	5	9	0	1.5	4
Cc1c(NC(=O)c2ccc(COc3ccc4ccccc4c3)o2)c(=O)n(-c2ccccc2)n1C	-8	3	99	5.8	6	8	-12	11	-19
Cc1cc(C(=O)OC(C)C(=O)Nc2cccc(S(=O)(=O)N3CCOCC3)c2)c(C)o1 (stereo unspecified)	-6	-4	104	-1.3	4	-15	3	0.3	-6
COC(=O)Cn1c(O)c(N=NC(=O)CNC(=O)COc2cccc(C)c2)c2ccccc21	-3	-8	102	0.7	3	-7	0	3.2	17
COc1ccc(NC(=O)NC2CCCc3ccccc32)cc1 (stereo unspecified)	x	2	111	x	10	-17	-3	x	-4
COc1cc(S(=O)(=O)N2CCCCC2)c(OC)cc1Br	-5	-4	99	-2.2	-6	-4	-7	-1.5	3

Profiles from above.
CCOC(=O)N/N=C1\CC(C)S(=O)(=O)c2ccc(Cl)cc21 (stereo unspecified) across the screens: OXTR potentiator = -6; PfM18AAP inh = -12; MEKK2 WT-MEK5 = 100; OXTR ag = -2.1; MEKK2mut PB1 HTS = 8; GPR7 antag = -2; GalR3 antag = -3; V1R ag counter = -1.5; NALP1 yeast inh = 17
COC(=O)c1ccc(N(CC(=O)NC2CCCC2)C(=O)CNC(=O)c2cccs2)cc1 across the screens: OXTR potentiator = 4; PfM18AAP inh = -15; MEKK2 WT-MEK5 = 98; OXTR ag = 1.4; MEKK2mut PB1 HTS = 4; GPR7 antag = -10; GalR3 antag = -9; V1R ag counter = 1.4; NALP1 yeast inh = 12

Screening data: PubChem BioAssay, several laboratories
